TNAP Pi inh = blocks human TNAP phosphate release. P05186. purified TNAP, pNPP, malachite green phosphate absorbance. inhibition, % at 20 µM. 21,000 tested, under 10 active. AID 614
Target sequence (P05186 whole entry, looked up): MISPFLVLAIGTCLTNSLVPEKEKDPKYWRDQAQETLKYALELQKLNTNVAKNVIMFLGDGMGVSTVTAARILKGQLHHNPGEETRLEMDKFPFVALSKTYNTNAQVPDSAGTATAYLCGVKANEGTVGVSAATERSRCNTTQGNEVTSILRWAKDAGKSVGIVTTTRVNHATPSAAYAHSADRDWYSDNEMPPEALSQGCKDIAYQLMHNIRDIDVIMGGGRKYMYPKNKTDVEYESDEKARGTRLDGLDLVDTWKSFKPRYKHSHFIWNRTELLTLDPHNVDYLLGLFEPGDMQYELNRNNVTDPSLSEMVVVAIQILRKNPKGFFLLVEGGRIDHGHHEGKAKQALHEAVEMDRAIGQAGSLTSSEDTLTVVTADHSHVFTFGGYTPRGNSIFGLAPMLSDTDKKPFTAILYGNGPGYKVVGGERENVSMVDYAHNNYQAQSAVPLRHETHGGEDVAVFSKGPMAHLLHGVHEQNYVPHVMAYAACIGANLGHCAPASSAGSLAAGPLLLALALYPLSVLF
TNAP inh pNP = human TNAP inhibition, p-nitrophenol detection. P05186. purified TNAP, pNPP hydrolysis, absorbance 405 nm. inhibition, % at 20 µM. 21,000 tested, under 10 active. AID 615;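 note: 0% = DMSO only wells and 100% = 1 mM levamisole wells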
* = called active by the depositor.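 Rule for the calls: active = inhibition above 50% at the 20 µM single-dose screen; inactive = the rest.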 This is a subset (hit frequency here may not be typical).

SMILES	TNAP Pi inh	TNAP inh pNP
O=C(CN(Cc1ccccc1F)C(=O)Cn1nnc(-c2cccs2)n1)NCC1CCCO1 (configuration not stated)	6.5	-0.7
Cc1ccc(-c2nnn(CC(=O)Nc3ccccc3-c3ccccc3)n2)c(-n2cnnn2)c1	12.8	2.0
O=c1cc(-c2ccccc2)nc(N2CCCCC2)[nH]1	9.0	-5.0
CC(C)C(c1nnnn1C1CCCCC1)N1CCN(c2ncccn2)CC1 (configuration not stated)	10.4	5.3
Clc1ccccc1-c1nnc2sc(-c3ccc(Br)o3)nn12	-12.1	5.8
Cc1nc(SCC(=O)N2CCCc3ccccc32)c2oc3ccccc3c2n1	12.8	6.5
COc1ccc(-c2nc(-c3ccncc3)no2)cc1OC	7.0	4.7
CC1(C)CNC(=O)c2sc(N3CCOCC3)nc2C1	6.0	7.7
COc1cccc(C2/C(=C(/O)c3cnn(-c4ccccc4)c3C)C(=O)C(=O)N2CCN(C)C)c1OC (configuration not stated)	0.0	0.0
O=C(Nc1ccc(N2CCN(C(=O)c3ccco3)CC2)cc1)c1cccc(F)c1	16.2	4.3
c1ccc(-n2ncc3c(NCCN4CCOCC4)ncnc32)cc1	8.3	6.5
Cc1ccc(S(=O)(=O)N2CCSC2c2ccco2)cc1 (configuration not stated)	-1.6	5.2
CSc1nnc2c(n1)OC(c1ccsc1)N(C(C)=O)c1ccccc1-2 (configuration not stated)	-16.1	2.6
Nc1ccc(C23CC4CC(CC(O)(C4)C2)C3)cc1	11.3	2.5
O=C(O)c1ccc(OCC(O)Cn2cnc3ccccc32)cc1 (configuration not stated)	-4.8	6.5
C=CCOc1nc2c(c(=O)n(Cc3ccc(Cl)c(Cl)c3)c(=O)n2C)n1C	9.2	5.6
COC(=O)Nc1nnc(-c2ccncc2)s1	2.0	-4.2
CC(C)NCc1c(O)c(Br)cc2oc3c(c12)CCCC3	-10.6	4.7
CCCNC(=O)c1n[nH]c(=O)c2ccccc12	-5.8	-8.0
COc1cc(C(=O)Nc2ccc3c(c2)OCCO3)c(-n2cnnn2)cc1OC	12.4	2.8
O=C(CSCCO)Nc1cc(C(F)(F)F)ccc1Cl	9.6	1.7
Cc1ccc(C(=O)NCC2CCCO2)o1 (configuration not stated)	12.8	8.3
Cc1cccc2cc(CN(CCc3ccccc3)C(=O)N3CCOCC3)c3nnnn3c12	10.8	3.5
CCc1nnc(NC(=O)CSc2nnc(-c3ccncc3)n2Cc2ccccc2)s1	13.8	5.3
COc1ccc(C(c2nnnn2C2CCCCC2)N2CCN(c3ccc(OC)cc3)CC2)cc1 (configuration not stated)	-15.7	4.2

Fetched by compound from the list above, 6 records:
SMILES	TNAP Pi inh	TNAP inh pNP
Clc1ccccc1-c1nnc2sc(-c3ccc(Br)o3)nn12	-12.1	5.8
CCc1nnc(NC(=O)CSc2nnc(-c3ccncc3)n2Cc2ccccc2)s1	13.8	5.3
O=C(CSCCO)Nc1cc(C(F)(F)F)ccc1Cl	9.6	1.7
COc1cc(C(=O)Nc2ccc3c(c2)OCCO3)c(-n2cnnn2)cc1OC	12.4	2.8
O=c1cc(-c2ccccc2)nc(N2CCCCC2)[nH]1	9.0	-5.0
Cc1ccc(C(=O)NCC2CCCO2)o1 (configuration not stated)	12.8	8.3

Further entries.
SMILES	TNAP Pi inh	TNAP inh pNP
Cc1cc(N2CCCCCC2)nc(-c2ccccc2O)n1	7.4	-4.1
COc1ccc(Cn2nc(C)cc2C)cc1OC	3.3	5.8
Nc1c(NCCCN2CCOCC2)c2ccccc2oc1=O	-2.8	1.9
Nn1c(SCC(=O)Nc2ccc3c(c2)OCO3)nnc1C1CCCCC1	10.5	4.0
CC1CCN(C(=O)Nc2cccc(NC(=O)N3CCC(C)CC3)c2)CC1	8.2	0.0
CC(=O)N1CCN(c2ccc(NC(=O)c3ccc4c(c3)OCCO4)cc2)CC1	12.5	5.8
Cn1c(=O)c2c(-c3ccccc3)n(N3CCOCC3)cc2n(C)c1=O	9.3	3.1
CCC1(C)Cc2c(sc3nc(NC)n(C)c(=O)c23)CO1 (configuration not stated)	2.9	-2.3
C=CCn1c(SCC(=O)Nc2ccc3c(c2)OCO3)nnc1-c1ccccc1O	0.0	0.0
COc1cccc(-c2n[nH]c(=S)n2Cc2ccco2)c1OC	5.3	1.7
CSc1nc(N)c(C#N)c(-c2ccc(Cl)cc2)c1C#N	0.0	-12.2
CSc1nnc2c3c4c(sc3c(=O)n(-c3ccccc3)n12)CC(C)(C)OC4	4.2	-4.8
O=C(CSc1nnc(-c2ccco2)c(-c2ccco2)n1)Nc1ccccc1	-17.7	4.8
O=C(CN1CCC(O)(c2ccccc2F)CC1)NCCc1c[nH]c2ccccc12	6.9	7.5
O=C(Nc1ccc(S(=O)(=O)N2CCCCCC2)cc1)C1CCCO1 (configuration not stated)	12.4	6.5
CC(c1nnc(SCC(=O)Nc2ccc3[nH]c(=O)[nH]c3c2)n1Cc1ccccc1)N(C)C (configuration not stated)	4.7	-1.1
COc1nonc1NC(=O)CSc1nc2ccccc2[nH]1	11.1	3.6
CC1(C)CC(=O)C2=C(C1)Nc1ccccc1NC2c1ccc2c(c1)OCO2 (configuration not stated)	-4.5	-6.1
CC1=CC(C)(C)N2C(=O)C3(C(C#N)=C(N)OC4=C3C(=O)CC(C)(C)C4)c3cccc1c32 (configuration not stated)	-7.4	4.7
Cc1ccccc1-n1c(SCc2c(C)noc2C)nnc1-c1c[nH]c2ccccc12	8.7	-0.7
Cc1ccc(S(=O)(=O)NCCCCCC(=O)Nc2nccs2)cc1	-1.8	-1.9
CC1=CC(C)C2C(=O)N(CCCN(C)C)C(=O)C2C1 (configuration not stated)	7.8	2.9
O=S(=O)(c1ccc(Oc2ncnc3scc(-c4ccccc4)c23)cc1)N1CCOCC1	14.0	0.7
CC1(C)Cc2cccc(OCC(=O)Nc3cccnc3)c2O1	-0.5	2.2
COc1ccc(-c2cc(C(=O)N3CCOCC3)c3cc(C)ccc3n2)cc1	-28.8	-2.5
Continued:
SMILES	TNAP Pi inh	TNAP inh pNP
O=C1c2ccccc2C(=O)N1CCOCCN1C(=O)c2ccccc2C1=O	5.3	2.0
CN(C)c1nc(N)nc(CSc2nnnn2C)n1	5.1	-2.1
O=C(CSc1nc2ccccc2o1)NCC(=O)c1ccccc1	8.3	0.0
CCOC(=O)C1CCN(C2CC(=O)N(c3ccc(OCC)cc3)C2=O)CC1 (configuration not stated)	9.8	3.5
CCC(CC)C1C(C#N)=C(N)Oc2n[nH]c(C)c21 (configuration not stated)	8.6	3.1
CC(=O)c1cccc(NC(=O)CSc2nnc(-c3ccc(S(=O)(=O)N4CCCC4)cc3)o2)c1	-2.4	-6.9
Cc1cccc(OCCOC(=O)C2CCN(S(=O)(=O)c3cccs3)CC2)c1	-4.7	8.3
CN(C(=O)CCN1C(=O)C(C)(C)Nc2ccccc21)c1ccccc1	-18.1	3.5
COc1ccc(OC)c(N=c2oc3c(OC)cccc3cc2C(=O)NCc2ccco2)c1	-2.6	-8.8
COC(=O)c1cccc(NC2CC(=O)N(c3ccc(OC)c(OC)c3)C2=O)c1 (configuration not stated)	-18.7	-1.8
CCCN1C(=O)NC2(O)C(=O)c3ccccc3C12O (configuration not stated)	0.0	0.0
Cc1ccc(N(CC(=O)N2CCc3ccccc32)C2=NC(=O)CS2)cc1	16.7	1.1
Cc1ccc(Nc2nc(N)nc(CN3CCN(C)CC3)n2)cc1	8.4	6.6
O=C(OCC(F)(F)C(F)F)c1ccccc1C(=O)Oc1ccc(F)cc1F	-16.7	-1.3
CC1Cc2cc(/C(O)=C3/C(=O)C(=O)N(CCCN(C)C)C3c3ccncc3)ccc2O1 (configuration not stated)	-7.0	-7.9
CCC12CN(C(=O)c3ccc(OC)cc3)CC(CC)(CN(C(=O)c3ccc(OC)cc3)C1)C2=O	9.9	2.4
CCn1cc(Br)c(-c2nc3ccccc3c(=O)n2N)n1	0.0	0.0
CCOc1ccc(-c2nnn(CC(=O)NCc3ccc(OC)cc3)n2)cc1OCC	8.1	0.1
CC1(C)CC(=O)c2cc(C(=O)Nn3cnnc3)c(=O)n(-c3ccccc3)c2C1	-5.4	5.2
CCCc1nc2oc3cc(OC)ccc3c(=O)c2c(=O)n1Cc1ccco1	7.0	3.7
O=C1[C@@H]2CSCN2C(=O)CN1CCc1cccc(F)c1	2.9	0.1
CCCCn1nnnc1SCC(=O)c1ccc(C)c(C)c1	5.4	4.5
Nc1nc(CSc2n[nH]c(-c3ccccc3)n2)nc(Nc2ccccc2)n1	7.9	2.3
O=C(c1ccc(N2CCNCC2)cc1)c1cccnc1	15.0	-2.9
COc1cc(OC)c(Cl)cc1N	7.3	-1.5
Additional records:
SMILES	TNAP Pi inh	TNAP inh pNP
Cc1cc(C)nc(Nc2ncc(O)n2-c2ccc(C)c(Cl)c2)n1	3.8	-0.5
Cc1occc1C(=O)Nc1ccc2c(c1)OCO2	7.7	4.5
O=C(c1ccccc1)N1CCN(Cc2c[nH]c3ccccc23)CC1	0.1	-1.5
O=C(OCC(=O)N1CCN(c2ccccc2)CC1)c1ccccn1	6.0	1.3
O=C(O)Cc1nc2nc3c(c(=O)n2[nH]1)CCCC3	13.0	-0.7
N#Cc1nc(Cc2cccc3ccccc23)oc1N1CCCCC1	-3.3	2.8
O=C(O)C1CSCN1S(=O)(=O)c1cccc2nsnc12 (configuration not stated)	-9.6	3.8
COc1ccc(N(CC(=O)NC2CCCC2)C(=O)Cn2nnc(-c3ccc(F)cc3)n2)cc1OC	2.2	-1.4
Cn1c(-c2ccc(F)cc2)cnc1NCc1ccc(C#N)cc1	11.6	6.8
CC(=O)COc1ccc2c3c(c(=O)oc2c1)CCCC3	4.5	-1.8
C[C@H](CCC(=O)O)[C@H]1CC[C@H]2[C@@H]3C(=O)C[C@@H]4CC(=O)CC[C@]4(C)[C@H]3CC(=O)[C@]12C	10.6	7.9
O=C(c1cccc(S(=O)(=O)N2CCOCC2)c1)N1CCCCCC1	-25.0	2.3
CCOC(=O)c1ccc2c(c1)nc(C1CCN(S(=O)(=O)c3cccs3)CC1)n2CC	-3.9	-6.8
COc1ccc(OC)c(N2C(=O)[C@@H]3C(c4ccccc4Cl)=NO[C@@H]3C2=O)c1	3.6	6.9
N#CC1(c2ccccc2)CCC(=NO)CC1 (configuration not stated)	-5.6	-2.6
Cc1oc2c(c(=O)c1C)C(=O)CC(c1ccccc1)C2 (configuration not stated)	-16.6	6.1
Cc1c(NC(=O)c2cccc(S(=O)(=O)N3CCOCC3)c2)c(=O)n(-c2ccccc2)n1C	8.3	1.8
CC1CCN(C(=O)Cn2cc(C(=O)c3ccco3)c3ccccc32)CC1	14.2	2.2
Cc1ccc(Nc2nc(N)nc(CC#N)n2)cc1	17.6	3.2
COc1cc(C2C(C#N)=C(N)Oc3cc(N)ccc32)cc(OC)c1OC (configuration not stated)	0.0	-2.8
CCOc1nc(-c2ccccc2)ccc1-c1noc(-c2ccncc2)n1	11.6	5.2
Cc1cc(=O)[nH]c(Nc2ccc(C(=O)OC(C)C)cc2)n1	13.7	2.5
COC(=O)c1cc(OC)c(OC)cc1NC(=O)Cn1nnc(-c2ccccc2Cl)n1	10.6	0.7
Cc1cc(C)nc(NC2=NCC(=O)N2c2cccc(Cl)c2)n1	4.3	0.3
CC(NC(=O)CCC(=O)NC(C)C1COc2ccccc2O1)C1COc2ccccc2O1 (configuration not stated)	5.4	2.4

Six of the compounds above, as a markdown table:
| molecule | TNAP Pi inh | TNAP inh pNP |
| --- | --- | --- |
| CSc1nnc2c3c4c(sc3c(=O)n(-c3ccccc3)n12)CC(C)(C)OC4 | 4.2 | -4.8 |
| O=C(CSc1nnc(-c2ccco2)c(-c2ccco2)n1)Nc1ccccc1 | -17.7 | 4.8 |
| O=C(CN1CCC(O)(c2ccccc2F)CC1)NCCc1c[nH]c2ccccc12 | 6.9 | 7.5 |
| O=C(Nc1ccc(S(=O)(=O)N2CCCCCC2)cc1)C1CCCO1 (configuration not stated) | 12.4 | 6.5 |
| CC(c1nnc(SCC(=O)Nc2ccc3[nH]c(=O)[nH]c3c2)n1Cc1ccccc1)N(C)C (configuration not stated) | 4.7 | -1.1 |
| COc1nonc1NC(=O)CSc1nc2ccccc2[nH]1 | 11.1 | 3.6 |

(listing goes on)
SMILES	TNAP Pi inh	TNAP inh pNP
CC(C)OC(=O)c1c2nc3ccccc3nc2n2c1[nH]c(=O)c1ccccc12	-0.6	0.1
Cc1cc(NC(=O)CCC(=O)N(c2ccc(F)cc2)C2(C(=O)NC3CCCCC3)CCCC2)no1	4.4	6.4
NC(=O)COc1c(-c2ccccc2)oc2ccccc2c1=O	7.8	3.0
COC(=O)C1=C(N)Oc2cc(C)n(CCN3CCOCC3)c(=O)c2C1c1cccnc1 (configuration not stated)	2.1	-4.4
CN(C)c1cccc(C(=O)NC2CCCCCC2)c1	5.3	1.3
CC1(C)CC(=O)C(C2=NC(C)(C)Cc3ccccc32)=C(O)C1	-5.6	-1.0
C=CCn1c(C)c(C(C)=O)c(SC)nc1=S	-10.8	-9.0
COCCn1c(=N)c(C(=O)NCc2ccco2)cc2c(=O)n3ccccc3nc21	3.8	-6.2
CCCC(c1nnnn1CC(=O)OCC)N(Cc1cc2ccc(C)cc2[nH]c1=O)C1CCCC1 (configuration not stated)	6.8	3.3
Cc1c(Cl)cccc1N(CC(=O)N1CCCCCC1)S(C)(=O)=O	-4.0	-9.7
CN1CCN(C(=O)CSc2nc(-c3cccs3)ccc2C#N)CC1	0.0	0.0
COC(=O)c1cc(/C=C/c2ccccc2)on1	5.9	4.6
CC(=O)C(C)Oc1ccc2c3c(c(=O)oc2c1)CCCCC3 (configuration not stated)	15.5	7.9
CN(c1ccccc1C(=O)Nc1ccc(S(=O)(=O)N2CCCCC2)cc1)S(C)(=O)=O	12.5	2.5
COc1ccc(-n2c(SCC(=O)OC(C)C)nnc2-c2ccccn2)cc1	7.8	3.2
COc1ccc(S(=O)(=O)N(C)c2ccc(OCC(=O)Nc3cc(C)on3)cc2)cc1	0.0	0.0
C=CCOc1c(CNc2nccs2)cccc1OCC	8.5	2.0
Nc1nonc1C(=O)OCC(=O)N1CCOCC1	6.8	3.3

Assay outcomes deposited in PubChem BioAssay by Sanford-Burnham Center for Chemical Genomics.
